Screening data: PubChem BioAssay, several laboratories
LYP act – increases human PTPN22 phosphatase activity. Q9Y2R2. recombinant LYP, DiFMUP fluorescence; 0 = plate median, 100 = signal doubled. activation, % at 2 µM. hit rate 0.11% among 96,000;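 active means activation at 2 µM above a set limit, the mean plus 5 SD, cut at about 37% in these data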
Target sequence (Q9Y2R2 whole entry, looked up): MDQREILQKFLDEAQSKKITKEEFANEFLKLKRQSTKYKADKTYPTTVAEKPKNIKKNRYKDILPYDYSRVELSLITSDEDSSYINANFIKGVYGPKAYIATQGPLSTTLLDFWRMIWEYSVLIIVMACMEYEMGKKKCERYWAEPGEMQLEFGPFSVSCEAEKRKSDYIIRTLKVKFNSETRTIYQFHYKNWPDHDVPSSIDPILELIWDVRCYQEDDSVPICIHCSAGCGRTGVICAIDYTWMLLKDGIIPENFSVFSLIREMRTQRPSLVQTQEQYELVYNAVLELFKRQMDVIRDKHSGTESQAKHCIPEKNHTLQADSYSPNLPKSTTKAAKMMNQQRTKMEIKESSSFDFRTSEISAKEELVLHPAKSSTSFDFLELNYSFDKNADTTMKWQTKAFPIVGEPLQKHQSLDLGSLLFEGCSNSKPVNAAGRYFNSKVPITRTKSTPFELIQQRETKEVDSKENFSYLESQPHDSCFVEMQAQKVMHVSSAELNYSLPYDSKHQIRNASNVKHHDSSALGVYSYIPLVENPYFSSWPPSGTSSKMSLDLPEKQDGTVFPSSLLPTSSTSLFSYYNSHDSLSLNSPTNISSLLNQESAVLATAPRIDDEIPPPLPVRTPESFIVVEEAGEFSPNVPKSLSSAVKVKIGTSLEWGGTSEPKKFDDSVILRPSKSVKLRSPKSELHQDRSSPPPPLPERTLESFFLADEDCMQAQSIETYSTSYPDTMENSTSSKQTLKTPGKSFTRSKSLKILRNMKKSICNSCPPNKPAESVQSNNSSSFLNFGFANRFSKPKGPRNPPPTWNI
Pyk2 oligo antag – blocks oligomerization of human Pyk2 in cells. Q293 cells, Pyk2 FERM NanoBiT luminescence; stronger effect = lower value. z-score (the deposit names both 25 µM and 10 µM). hit rate 0.83% among 99,000;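 active means Z-score of -3 or lower, scaled per plate to the spread of control and sample wells; inactive means z-score above -3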;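 further: negative z-score means lost luminescence so less FERM oligomerization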
PostGolgi yeast – growth inhibition of a yeast mutant, post-Golgi transport screen; AID 739; inhibition, % at 10 µM; hit rate 0.9% among 98,000; post-Golgi transport phenotypic cell assay;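 further: yeast cells grown in 1536-well plates; yeast grown about 18 h at 30C before absorbance read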
DAT uptake mod – modulates human dopamine transporter uptake under cocaine; hit rate 1.3% among 110,000; AID 449768; Q01959; B-score at 10 µM; LLC-PK1 hDAT cells, [14C]-dopamine uptake with cocaine IC80; actives deviate in either direction;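 active means Z score or B-score, a plate-position-corrected score, falls beyond the plate's 99.7% confidence bounds, in either direction; inactive means both scores lie inside the 99.7% bounds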;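 further: scored against the spread of the other compound wells on the same plate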
CYP2C9 act – activators of human CYP2C9; P11712; recombinant CYP2C9, luciferin-H conversion, luminescence; stronger effect = higher value; factor 1 = untreated enzyme, 0 = blocked; activation factor at 5 µM; hit rate 1.4% among 96,000; AID 1024;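 active means activation factor of 2 or more for CYP2C9 at a 5 µM dose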;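 further: 0 = sulfaphenazole-blocked wells and 1 = vehicle-only wells; values of inactives mirror those of a sister screen read the other way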
PostGolgi ctrl – yeast control strain growth, post-Golgi counter-screen | efflux-deficient yeast background strain, growth absorbance A615, 16 h | inhibition, % at 10 µM | hit rate 5% among 98,000 | AID 738
CYP2C9 inhib – human CYP2C9 inhibition; P11712; CYP2C9 Supersomes, luciferin-H conversion, luminescence; inhibition, % at 5 µM; hit rate 20% among 96,000; AID 777;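 active means blocking of liver enzyme CYP2C9 beyond about 50% at 5 µM, limit read from the data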; further: values of inactives mirror those of a sister screen read the other way
PTPN22 inh 2 – blocks human PTPN22 phosphatase activity; Q9Y2R2; recombinant LYP catalytic domain, DiFMUP fluorescence; inhibition, % at 2 µM; hit rate 0.21% among 96,000; AID 640;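 active means inhibition at 2 µM at or above a set limit, the screen mean plus 3 SD, cut at about 24% in these data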;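 further: 0% = DMSO with enzyme and 100% = enzyme fully blocked by orthovanadate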
Ecoli WT expand – E. coli BW25113 growth inhibition, expanded screen | OD600 absorbance | growth inhibition, % at 100 µM | hit rate 0.15% among 98,000;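 active means growth inhibition above about 50% at one test dose, limit read from the data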;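 further: growth measured after 20 h incubation at 37 °C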
Starred values were filed as active, the others as inactive; . = no result given. Unless noted, no stated cut-off is given here; in the data, active means inhibition above about 30%; inactive means the rest.

Each structure is followed by: DAT uptake mod	Ecoli WT expand	Pyk2 oligo antag	LYP act	CYP2C9 inhib	CYP2C9 act	PostGolgi ctrl	PostGolgi yeast	PTPN22 inh 2
O=C(OCCCN1C(=O)c2ccccc2C1=O)c1ccco1
    -0.16	1	0.04	-9	62*	0.4	5	2	5
Cc1ccc(-c2nn(-c3ccccc3)cc2CN(Cc2ccccc2)C(=O)CCC(=O)O)o1
    1.8	6	0.68	-3	65*	0.3	11	-5	9
Cc1c(NC(=O)c2cc3ccccc3o2)c(=O)n(-c2ccccc2)n1C
    0.85	4	1.1	0	8	0.9	-5	-1	-3
COc1ccc(CC(=O)NCCN2CCCC2)cc1
    -0.017	1	0.05	11	5	0.9	-4	0	-8
Cc1ccc(C(=O)Nc2ccccc2OC(F)F)cc1
    0.028	4	-1.2	-3	-5	1	12	-1	4
CCc1c(C)nc(SCC(=O)Nc2ccc(Br)cc2)[nH]c1=O
    -0.81	-5	.	2	17	0.8	22	5	-5
COc1ccccc1Nc1nc(-c2sc(NC(=O)c3ccc([N+](=O)[O-])cc3)nc2C)cs1
    .	-27	.	1	78*	0.2	-1	-9	2
CCOC(=O)c1cc(C)sc1NC(=S)Nc1ccccc1
    -0.32	-12	-0.61	0	8	0.9	-1	14	2
COc1ccc2nc(NS(=O)(=O)c3ccc(NC(C)=O)cc3)sc2c1
    -0.49	1	-0.8	.	30	0.7	0	12	.
Cc1ccc(N(CN2CCCC2=O)C(=O)c2ccc(OC(C)C)cc2)cc1
    -0.17	-12	-1.1	6	13	0.9	32*	-1	-8
CN1CCN(C(=O)C2CC(c3ccc(F)cc3)=NO2)CC1 (centres undefined)
    -0.49	5	.	-1	-1	1	6	-10	-2
Cc1cc(Nc2ccc(F)cc2Cl)n2nc(C)nc2n1
    -0.0079	5	.	-5	-20	1.2	32*	11	2
CCC(=O)N1CCCc2cc(S(=O)(=O)N3CCN(c4ncccn4)CC3)ccc21
    0.28	-6	.	0	96*	0	0	-5	-4
CCCc1nnc(SCc2ccc(OC)cc2)n1N
    -0.33	-1	-0.51	-12	14	0.9	5	-8	9
Cc1ccc(N2C(=O)N(CC(=O)N3CCCc4ccccc43)C(=O)C2C)cc1 (centres undefined)
    -0.86	7	-0.29	-4	4	1	-9	-6	5
O=C1CC(C(=O)N(c2cccc(F)c2)C(C(=O)NC2CCCC2)c2ccccn2)CS1 (centres undefined)
    0.0065	-2	0.8	4	-2	1	37*	4	-8
Cc1c(NC(=O)c2cnn3c2NC(c2ccco2)CC3C(F)(F)F)c(=O)n(-c2ccccc2)n1C (centres undefined)
    -0.14	-1	0.16	0	18	0.8	5	3	-1
COC(=O)C1(C)NC(c2cccs2)C2C(=O)N(c3ccccc3F)C(=O)C21 (centres undefined)
    -0.42	3	2	7	.	.	2	11	-3
CC(=O)Nc1ccc(S(=O)(=O)Nc2nnc(C(C)(C)C)s2)cc1
    -1	-11	0.36	-6	9	0.9	-10	-4	7
Cc1cnc(C(=O)Nc2cccc3cccnc23)cn1
    .	7	1.3	32	-27	1.3	4	13	-35
O=C(Nc1ccc2c(c1)OCO2)c1c(Cl)nc2sccn12
    0.27	-1	-0.76	2	16	0.8	5	20	-5
O=C(CCN1CCN(c2ccccc2)CC1)Nc1ccc(Cl)cc1
    -0.094	.	-0.08	-6	.	.	.	.	5
CCOC(=O)c1sc2ncn(/N=C/c3cccnc3)c(=O)c2c1C
    -0.9	-1	0.62	-10	24	0.8	-1	-2	11
Cc1ccc(S(=O)(=O)N2CCN(c3cc4c(cc3[N+](=O)[O-])n(C)c(=O)n4C)CC2)cc1
    0.77	-1	-2.6	-7	81*	0.2	25	-2	5
Cc1ccn2c(-c3csc(NCc4ccccc4)n3)c(C)nc2c1
    2.9*	.	1.4	6	.	.	.	.	-5
CCOC(=O)CN1C(=O)C(O)(C2CCc3ccccc3C2=O)c2ccccc21 (centres undefined)
    0.67	-5	0.61	-8	15	0.8	6	3	8
Cc1cc(C)nc(Nc2ncc(O)n2-c2ccc(C)c(C)c2)n1
    -0.045	8	0.37	7	26	0.7	-1	7	-5
Cc1ccccc1NC1=NC(=S)N(c2ccccc2)C12CCOC(C)(C)C2 (centres undefined)
    0.89	-8	-0.29	22	20	0.8	24	-2	-20
Cc1nc(-c2cccc(NS(=O)(=O)c3cccc4ccccc34)c2)cs1
    3.5*	0	-1.6	0	-6	1.1	63*	-4	-3
O=C(Nn1cnnc1)c1cc2c(s1)CCCC2
    -0.08	-4	0.53	4	6	0.9	4	16	-5

Full records as entered above. Values in the order: DAT uptake mod | Ecoli WT expand | Pyk2 oligo antag | LYP act | CYP2C9 inhib | CYP2C9 act | PostGolgi ctrl | PostGolgi yeast | PTPN22 inh 2
Cc1nc(-c2cccc(NS(=O)(=O)c3cccc4ccccc34)c2)cs1 reads 3.5* | 0 | -1.6 | 0 | -6 | 1.1 | 63* | -4 | -3
O=C(Nn1cnnc1)c1cc2c(s1)CCCC2 reads -0.08 | -4 | 0.53 | 4 | 6 | 0.9 | 4 | 16 | -5

(listing goes on)
Each structure is followed by: DAT uptake mod	Ecoli WT expand	Pyk2 oligo antag	LYP act	CYP2C9 inhib	CYP2C9 act	PostGolgi ctrl	PostGolgi yeast	PTPN22 inh 2
CCc1nnc(NC(=O)C2CCCN(S(=O)(=O)c3ccccc3)C2)s1 (centres undefined)
    1.3	-2	-0.33	-2	18	0.8	11	0	3
CCOC(=O)c1ccc(NC(=S)NCC(O)c2ccccc2)cc1 (centres undefined)
    .	23	.	-6	34	0.7	1	2	10
CCC(C)(C)NC(=O)C(C)OC(=O)c1nsc(Cl)c1Cl (centres undefined)
    0.18	.	-0.39	-8	.	.	.	.	5
O=C(Nc1ccc2c(c1)OCCO2)c1ccncc1
    -0.48	7	0.87	-2	46	0.5	32*	4	0
Cc1cc(NC(=O)c2c(Cl)cnn2C)no1
    0.0033	-1	1.3	1	-10	1.1	-2	4	-2
CCNc1nc(Oc2c(Cl)cccc2Cl)cc(C(F)(F)F)n1
    0.0047	6	-0.98	5	-25	1.3	11	-3	-3
CCOc1ccccc1-n1c(SCC(=O)Nc2nccs2)nnc1-c1ccoc1C
    2.3	0	-1.9	8	79*	0.2	19	-6	-6
CSCCC(=O)N1C(C)CCCC1C(=O)O (centres undefined)
    -0.47	5	-0.38	10	2	1	-3	1	-8
O=[N+]([O-])c1nn(-c2ccc3c(c2)OCCO3)n(O)c1=NC1CCCCC1
    0.28	-1	-2.7	-8	8	0.9	16	1	8
Cc1ccccc1Cn1nc(C)c(NC(=O)c2noc3c2CC(C(C)(C)C)CC3)c1C (centres undefined)
    0.22	1	-2.4	-3	48	0.5	17	4	1
O=C(Nc1cccnc1)c1cc(-c2ccc(Br)cc2)on1
    0.16	4	.	-2	21	0.8	11	2	0
Cc1nn(C(=O)c2ccc3c(c2)OCO3)c(N)c1-c1ccccc1
    0.26	-6	.	1	53*	0.5	9	6	-3
CCCCn1c(=O)c(Cc2ccccc2)c(O)c2ccccc21
    .	-10	-1.4	.	33	0.7	7	0	.
C=CCOC(=O)C1=C(C)OC(N)=C(C#N)C1c1ccc(F)cc1 (centres undefined)
    .	-9	0.39	-8	44	0.6	11	3	7
Cc1ccc(C(c2nnnn2CCc2ccccc2)N2CCSCC2)cc1 (centres undefined)
    .	-20	-0.38	2	8	0.9	24	.	2

Grouped by structure: the entries above containing two or more sulfur atoms
Each structure is followed by: DAT uptake mod	Ecoli WT expand	Pyk2 oligo antag	LYP act	CYP2C9 inhib	CYP2C9 act	PostGolgi ctrl	PostGolgi yeast	PTPN22 inh 2
COc1ccccc1Nc1nc(-c2sc(NC(=O)c3ccc([N+](=O)[O-])cc3)nc2C)cs1
    .	-27	.	1	78*	0.2	-1	-9	2
CCOC(=O)c1cc(C)sc1NC(=S)Nc1ccccc1
    -0.32	-12	-0.61	0	8	0.9	-1	14	2
COc1ccc2nc(NS(=O)(=O)c3ccc(NC(C)=O)cc3)sc2c1
    -0.49	1	-0.8	.	30	0.7	0	12	.
CC(=O)Nc1ccc(S(=O)(=O)Nc2nnc(C(C)(C)C)s2)cc1
    -1	-11	0.36	-6	9	0.9	-10	-4	7
Cc1nc(-c2cccc(NS(=O)(=O)c3cccc4ccccc34)c2)cs1
    3.5*	0	-1.6	0	-6	1.1	63*	-4	-3
CCc1nnc(NC(=O)C2CCCN(S(=O)(=O)c3ccccc3)C2)s1 (centres undefined)
    1.3	-2	-0.33	-2	18	0.8	11	0	3
CCOc1ccccc1-n1c(SCC(=O)Nc2nccs2)nnc1-c1ccoc1C
    2.3	0	-1.9	8	79*	0.2	19	-6	-6

Remaining list, next part
Each structure is followed by: DAT uptake mod	Ecoli WT expand	Pyk2 oligo antag	LYP act	CYP2C9 inhib	CYP2C9 act	PostGolgi ctrl	PostGolgi yeast	PTPN22 inh 2
O=C(NCc1ccc2c(c1)OCO2)c1ccc2snnc2c1
    -0.097	1	2	2	65*	0.4	18	7	-5
Cc1ncc(CO)c2cc(C(N)=O)c(=Nc3ccccc3)oc12
    .	8	1.1	-5	3	1	-1	2	4
CCc1ccc(C(C(=O)NCCOC)N(C(=O)Cn2nnc3ccccc32)c2cccnc2)cc1 (centres undefined)
    0.4	.	0.06	1	.	.	.	.	0
COC(=O)c1ccccc1OCC(=O)N1CCN(c2ccc(Cl)cc2)CC1
    -1.1	1	0.7	4	.	.	14	5	-2
COc1ccc(N2CCN(Cc3nc4ccsc4c(=O)[nH]3)CC2)cc1
    1.1	2	0.56	0	-82	1.8	6	-8	1
O=c1cc(Nc2ccc3c(c2)OCCO3)[nH]c(=O)n1-c1ccc(Br)cc1
    -0.86	.	-1.1	5	.	.	.	.	-5
CC(C)(C)n1nnnc1C(c1ccc(F)cc1)N(Cc1ccc(F)cc1)Cc1ccco1 (centres undefined)
    -1.1	-7	-0.07	1	65*	0.3	20	-9	2
COc1ccc(Cc2nc(-c3ccc(-n4cccc4)cc3)no2)cc1OC
    -1.3	-5	.	.	14	0.9	8	-4	.
CCOC(=O)CC(=O)CSC1=C(C#N)C(c2ccccc2OC)CC(=O)N1 (centres undefined)
    0.78	1	-1.1	3	63*	0.4	14	4	-6
Cc1nn(C)c(Oc2cccc(Cl)c2)c1C(=O)Nc1ccc(F)cc1
    -0.76	-5	-0.9	-4	10	0.9	-5	2	7
CC(/C=N/n1c(-c2cccnc2)n[nH]c1=S)=C\c1ccccc1
    0.48	-7	-1	-19	-3	1	13	3	22

Rows were taken by chance; 24% or so of the library scored in one or more.
